KDM5B inh: inhibitors of human KDM5B histone demethylase | Q9UGL1 | Potency, µM (series often up to 57.7 µM), without a hit: top-dose activity change, negative = inhibition, hits mostly inhibitors | KDM5B demethylase, FDH-coupled NADH fluorescence (FDH is formaldehyde dehydrogenase) | actives 2.6% (n = 220,000); active = well fitted inhibition curve with a large enough effect; inconclusive = small, poorly fitted or top-dose-only effect; inactive = no such curve, though single readings can be large or run the other way; note: 0% is about no effect; nearly all actives have a fitted effect of over 70% in size
Target sequence (Q9UGL1 whole entry, looked up): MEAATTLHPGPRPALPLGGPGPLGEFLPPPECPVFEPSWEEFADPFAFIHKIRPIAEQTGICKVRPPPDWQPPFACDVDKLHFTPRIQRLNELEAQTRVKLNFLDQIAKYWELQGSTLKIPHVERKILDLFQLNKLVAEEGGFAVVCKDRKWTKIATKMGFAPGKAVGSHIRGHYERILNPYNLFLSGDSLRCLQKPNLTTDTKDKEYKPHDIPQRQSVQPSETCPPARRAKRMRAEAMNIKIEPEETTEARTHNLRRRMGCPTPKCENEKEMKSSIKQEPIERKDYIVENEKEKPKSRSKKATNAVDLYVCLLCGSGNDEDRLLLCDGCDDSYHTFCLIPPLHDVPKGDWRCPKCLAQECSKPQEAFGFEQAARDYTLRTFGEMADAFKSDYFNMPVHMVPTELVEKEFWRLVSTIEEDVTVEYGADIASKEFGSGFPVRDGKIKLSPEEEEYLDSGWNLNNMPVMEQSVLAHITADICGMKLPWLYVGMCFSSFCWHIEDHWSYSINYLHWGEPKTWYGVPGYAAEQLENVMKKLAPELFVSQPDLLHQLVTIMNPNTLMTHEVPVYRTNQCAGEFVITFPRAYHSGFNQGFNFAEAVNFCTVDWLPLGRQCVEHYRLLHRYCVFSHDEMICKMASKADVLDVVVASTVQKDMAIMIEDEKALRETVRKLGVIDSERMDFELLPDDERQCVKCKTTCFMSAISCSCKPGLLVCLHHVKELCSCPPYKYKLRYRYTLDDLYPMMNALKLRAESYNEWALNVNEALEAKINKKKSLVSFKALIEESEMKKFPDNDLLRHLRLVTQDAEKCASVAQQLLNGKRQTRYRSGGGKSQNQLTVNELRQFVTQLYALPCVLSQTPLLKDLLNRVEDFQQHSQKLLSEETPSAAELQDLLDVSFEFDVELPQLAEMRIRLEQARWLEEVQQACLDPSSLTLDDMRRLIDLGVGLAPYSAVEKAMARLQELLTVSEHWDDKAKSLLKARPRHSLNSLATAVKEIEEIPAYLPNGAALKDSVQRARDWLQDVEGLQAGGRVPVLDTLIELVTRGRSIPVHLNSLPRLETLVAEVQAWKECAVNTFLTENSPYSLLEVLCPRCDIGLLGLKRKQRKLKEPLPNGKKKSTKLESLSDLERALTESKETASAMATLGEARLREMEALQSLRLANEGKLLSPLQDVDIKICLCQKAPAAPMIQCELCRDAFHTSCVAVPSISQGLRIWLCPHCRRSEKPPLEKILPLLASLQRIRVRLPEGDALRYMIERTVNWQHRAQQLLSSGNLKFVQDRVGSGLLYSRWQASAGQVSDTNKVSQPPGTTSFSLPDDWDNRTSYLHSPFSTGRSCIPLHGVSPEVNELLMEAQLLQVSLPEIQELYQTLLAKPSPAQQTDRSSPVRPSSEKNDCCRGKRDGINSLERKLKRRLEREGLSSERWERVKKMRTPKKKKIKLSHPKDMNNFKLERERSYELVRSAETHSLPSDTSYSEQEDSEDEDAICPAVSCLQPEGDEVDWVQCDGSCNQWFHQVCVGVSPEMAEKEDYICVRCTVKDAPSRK
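Measured: NADH fluorescence change, 30 min, RT. System: KDM5BΔAP 200 nM final, H3K4me3 peptide, α-KG, Fe(II), ascorbate, NAD⁺ plus FDH, pH 7.5 HEPES. Compounds: titrated, 10 min pre-incubation with enzyme.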
Numbers without * were called inactive; i = inactive; ? = inconclusive; & = joins results of further samples; [ ] = dose if it differs, or a comment. Potency is the fitted concentration of half-maximal effect. This is a subset, so the mix of outcomes need not match the whole.

SMILES | KDM5B inh
COc1ccc(-c2nc3c(c(=O)[nH]2)CCN(C(=O)c2ccccc2OC(F)(F)F)C3)cc1 | -3%
COc1cc(C(=O)Oc2ccc3c(=O)c(Oc4ccc(C(C)(C)C)cc4)coc3c2)cc(OC)c1OC | -7%
CCCN1C(=O)C2(C(C(=O)c3ccc(C)o3)=C(O)C(=O)N2CCN(C)C)c2ccccc21 (stereo not given) | -3%
COc1nc2nc(CC3CC3)n(C)c2cc1-c1ccc(N2CCOCC2)cc1 | ?
Cc1noc(-c2ccc(C(C)(C)C)cc2)c1C(=O)NCc1cc(F)cc(F)c1 | -27%
CC(=O)c1ccc(S(=O)(=O)N2CCN(C(=O)c3cc(C)no3)CC2)cc1 | 19%
Cc1nc(NC(=O)COc2ccc(Br)cc2)sc1C | 0%
O=C(CSc1nc2ccccc2c(=O)[nH]1)N1CCCCC1 | -13%
Cc1ccc(NC(=O)C(=O)NCCN2CCN(S(=O)(=O)c3ccc4ccccc4c3)CC2)cc1 | 2%
COc1cccc(-c2ncc3c(n2)OCCN(CC2CC2)C3=O)c1OC | 8%[86.2 µM]
Cc1nc2ccc(S(=O)(=O)NC(C(=O)NCc3ccc(Cl)cc3)C(C)C)cc2s1 (stereo not given) | -2%
CS(=O)(=O)N1CCC2(CC1)CC(CC(=O)NCCCn1cccn1)CCO2 (stereo not given) | -13%
CC(C(=O)Nc1ccc(OC(F)(F)F)cc1)N1Cc2ccccc2C1=O (stereo not given) | -26%
CN(CC(=O)NC1(C#N)CCCCC1)C(c1ccccc1)c1ccc(F)cc1 (stereo not given) | -22%
Cc1[nH]c2ccccc2c1/C=C/c1nc2ccccc2c(=O)n1C | 1%
COc1cccc(C(=O)NCC2CCCN(Cc3nc4ccccc4[nH]3)C2)c1OC (stereo not given) | -17%
Nc1cccc(C(=O)NCc2cccnc2)c1 | ?
COc1ccccc1-c1nnc(SCC(=O)N(C2CCCCC2)C2CCCCC2)n1N | 6%
CC(CCCC(C)(C)O)n1cnc(-c2ccccc2)c1-c1ccc(CO)o1 (stereo not given) | ?
COc1cccc(-c2nc(SCc3ccc(C)cc3)n3[nH]c(=O)cc3n2)c1 | -16%
COc1ccc(-c2nc(=S)c3c(n2Cc2cccnc2)CC(C)(C)OC3)cc1 | -20%
CSC(C)C(=O)NCc1ccc(C)s1 (stereo not given) | ?
O=C(COC(=O)c1cc(=O)c2ccccc2o1)Nc1ccc(F)cc1 | 2%
O=C(CCc1c[nH]c2ccccc12)Nc1ccccc1F | -3%
Cc1csc(Nc2ccc3c(n2)CN(Cc2ccccc2C)C(=O)CO3)n1 | ?
O=C(CN(C(=O)CNC(=O)c1ccco1)c1ccc(F)cc1)NC1CCCCC1 | 22%
COc1ccc(NC(=O)CCCn2c(=O)c3cccn3c3cccnc32)cc1Cl | -18%
O=c1c2c(CO)c(-c3ccccc3)nn2ccn1Cc1cccc(F)c1 | -6%
Cc1ccc2c(C)c(C(=O)NCC(c3cccs3)N3CCOCC3)oc2c1 (stereo not given) | 7%
CCCSc1nc2c(c(=O)[nH]c(=O)n2C)n1CC(O)COc1ccccc1 (stereo not given) | -4%&-20%
Cc1cccc(NC(=S)N/N=C2/CCCC(C)C2)c1 (stereo not given) | 1%
Cc1nnc(CN(C)c2ccc(-c3nc(-c4cccc(Cl)c4)no3)cn2)o1 | 28µM*
COC(=O)/C(C#N)=C/c1cc(Br)c(OC)cc1OC | 22%
CCc1nc(-c2c3n(c(=O)n(CC(=O)OC)c2=O)CCCC3)no1 | -9%
Cc1nc2c(c(C)c1CCC(=O)NCCN1CCN(C)CC1)c(=O)n(C)c(=O)n2C | ?
Cn1c(COc2ccc3c(c2)CCCC3)nnc1SCC(=O)N1CCN(c2ccccc2)CC1 | ?
CCOc1ccccc1C1NC(=O)N(CC(=O)Nc2ccc(CC)cc2)C2=C1C(=O)OC2 (stereo not given) | 8%
CCCCNc1ncc(C(=O)O)c(COC)n1 | ?
Cc1noc([C@@H]2CN(Cc3ccccc3C)C[C@H]2CO)n1 | 13%
CC(C)(C)c1nc(CN2CCN(C(=O)N3CCCCC3)CC2)no1 | 15%
COC(=O)C1=C(C)N(Cc2cc(F)cc(F)c2)C(=O)CC1c1ccccc1Cl (stereo not given) | 15%
COc1cc(OC)cc(-n2nnc(-c3nc(-c4ccccc4Cl)no3)c2N)c1 | -19%
CC1Cc2cc(C(=O)N3CCC4(CCC(=O)N(C)C4)CC3)ccc2O1 (stereo not given) | 30%
Cc1ccc(-c2ccc3nnc(CNC(=O)c4cc(Cl)ccc4F)n3n2)cc1 | 28µM*
CCN(CC)CC(C)NC(C)C (stereo not given) | -12%[287 µM]
CC1(C(=O)N2CCCC2)CCCc2cnc(Nc3ccccc3)nc21 (stereo not given) | -13%[86.2 µM]
COC(=O)[C@H](NC(=O)C1=C[C@@H](NC(=O)c2ccc(SC)cc2OC)[C@@H](O)[C@H](O)C1)C(C)C | -2%
COCC(=O)N[C@@H]1CN(Cc2ccc(C)cn2)C[C@H]1CO | -27%
COC1C(=O)N(C2CCN(C(=O)c3sc(C)nc3C)CC2)C12CCOCC2 (stereo not given) | 11%
Cn1c(SCc2ccccc2F)nc2ccccc2c1=O | 9%
COc1ccc(C(=O)N2CCC3(CC2)OC(=O)N(Cc2ccc(O)cc2)C3(C)c2ccccc2)cn1 (stereo not given) | 9%
COc1ccc(CNC(=O)c2cc(C)nc3onc(C)c23)cc1 | 13%
CCCCOc1ccc(C(=O)N(Cc2ccco2)Cc2ccco2)cc1 | ?
Cc1ccccc1CNC(=O)C1CCCN(Cc2cccnc2)CCC(=O)NCC1 (stereo not given) | -9%
CN(C)S(=O)(=O)c1ccc(Cl)c(C(=O)NNC(=O)c2ccc3c(c2)OCO3)c1 | -26%
CN(CC(=O)Nc1cccc(F)c1)CC(=O)Nc1cccc(S(N)(=O)=O)c1 | 17%
COc1ccc(-c2nn(-c3ccccc3)cc2C2=NN(S(C)(=O)=O)C(c3ccco3)C2)cc1 (stereo not given) | 4%
CCN(C(=O)c1cn(C)c(=O)c2ccccc12)c1cccc(C)c1 | -7%&-45%
CCOc1ccccc1NC(=O)CCc1c(C)nc2c3cccnc3nn2c1C | ?
Cc1c(CC(=O)NC2CC2)c(=O)oc2cc(O)c(Cl)cc12 | i

(more compounds)
SMILES | KDM5B inh
CC(=O)NC(C)c1ccc(O)cc1 (stereo not given) | -4%
CCc1ccc2oc(-c3ccc(CN)cc3)nc2c1 | ?
CCC(=O)N(C1CCOCC1)C1CCN(Cc2cc(F)c(F)c(F)c2)CC1 | -3%
COCCOC(=O)C(C#N)c1nc2ccccc2nc1N1CCN(c2ccccc2OC)CC1 (stereo not given) | ?
COc1ccc(C)cc1NC(=O)N1CCCC2(C1)Nc1cccnc1NC2=NC1CCCC1 (stereo not given) | 28µM*
CC(c1ccccc1)N(C)C(=O)COC(=O)c1cc2ccccc2[nH]1 (stereo not given) | ?
c1ccc(CN2CCNc3cnc(Nc4ccncn4)cc3C2)cc1 | -25%[86.2 µM]
COc1ccc(Cl)cc1C(=O)N1C[C@@H](CO)[C@H](c2nc(C)no2)C1 | -14%
CCOC(=O)CSc1nc2cc3c(cc2c(=O)n1CCCC(=O)NCc1ccc2c(c1)OCO2)OCO3 | 2%
O=C(CNC(=O)N1CC(=O)Nc2ccccc21)Nc1ccc(Br)cc1F | -13%
CCn1nc2n(c1=O)CCN(Cc1cc(C)ccc1C)C2=O | -16%
Cc1ccc2nc(C)c(C(=O)NCCCOCC(C)C)cc2c1 | -7%

Rewritten in markdown: 15 of the compounds above
| canonical_smiles | KDM5B inh |
| --- | --- |
| CN(C)S(=O)(=O)c1ccc(Cl)c(C(=O)NNC(=O)c2ccc3c(c2)OCO3)c1 | -26% |
| CN(CC(=O)Nc1cccc(F)c1)CC(=O)Nc1cccc(S(N)(=O)=O)c1 | 17% |
| COc1ccc(-c2nn(-c3ccccc3)cc2C2=NN(S(C)(=O)=O)C(c3ccco3)C2)cc1 (stereo not given) | 4% |
| CCN(C(=O)c1cn(C)c(=O)c2ccccc12)c1cccc(C)c1 | -7%&-45% |
| CCOc1ccccc1NC(=O)CCc1c(C)nc2c3cccnc3nn2c1C | ? |
| Cc1c(CC(=O)NC2CC2)c(=O)oc2cc(O)c(Cl)cc12 | i |
| CC(=O)NC(C)c1ccc(O)cc1 (stereo not given) | -4% |
| CCc1ccc2oc(-c3ccc(CN)cc3)nc2c1 | ? |
| CCC(=O)N(C1CCOCC1)C1CCN(Cc2cc(F)c(F)c(F)c2)CC1 | -3% |
| COCCOC(=O)C(C#N)c1nc2ccccc2nc1N1CCN(c2ccccc2OC)CC1 (stereo not given) | ? |
| COc1ccc(C)cc1NC(=O)N1CCCC2(C1)Nc1cccnc1NC2=NC1CCCC1 (stereo not given) | 28µM* |
| CC(c1ccccc1)N(C)C(=O)COC(=O)c1cc2ccccc2[nH]1 (stereo not given) | ? |
| c1ccc(CN2CCNc3cnc(Nc4ccncn4)cc3C2)cc1 | -25%[86.2 µM] |
| COc1ccc(Cl)cc1C(=O)N1C[C@@H](CO)[C@H](c2nc(C)no2)C1 | -14% |
| CCOC(=O)CSc1nc2cc3c(cc2c(=O)n1CCCC(=O)NCc1ccc2c(c1)OCO2)OCO3 | 2% |

(listing goes on)
SMILES | KDM5B inh
COCC1CN(S(=O)(=O)c2ccc(C)c(F)c2)CC12CCNCC2 (stereo not given) | ?
CCCNC(=O)CN(C)C(=O)NC(c1ccc(CC)cc1)C(C)C (stereo not given) | 15%
Cc1noc([C@@H]2CN(C3CCCCCC3)C[C@H]2CO)n1 | -15%
CC(=O)Nc1ccccc1-c1c(C)nn2c1N(C(=O)Cc1cccc(Cl)c1)CCC2 | -4%[86.2 µM]
COC(=O)C1=C(C)N=C2SC=C(CC(=O)NCC3CCCO3)N2C1c1ccccc1OC (stereo not given) | ?
O=C(c1ccc2nc(-c3ccc(F)cc3)cn2c1)N1CCSCC1 | ?
COc1ccc(C(=O)N2CCN(c3cc(C(F)(F)F)ncn3)CC2)cc1F | -8%
CC(=O)N1CCN(c2ccc([N+](=O)[O-])c(-n3nc(-c4ccc(C)cc4)c4ccccc4c3=O)c2)CC1 | 10%
COc1ccc(C(=O)Nc2cc(C)c(O)c(-c3nc4ccccc4o3)c2)cc1 | -9%
CC(C)c1ccc(NC(=O)N2CCc3[nH]c4ccc(F)cc4c3C2)cc1 | ?
C=CCNC(=O)N[C@H]1[C@H](O)[C@@H](Oc2ccccc2)[C@@H]2OC[C@H]1O2 | -20%[86.2 µM]
COc1ccc(-c2cc(OC(=O)c3ccc(F)cc3)c3c(C)oc(C)c3c(=O)c2)cc1OC | 4%
O=C(O)C[C@@H]1CCN(S(=O)(=O)c2cccs2)C[C@@H]1CC1=NCCc2ccccc21 | -17%[86.2 µM]
Cc1ccc(C2=NC(C)(C)N=C2SCC(=O)Nc2ccc(C)c(C)c2)cc1 | 1%
COc1cccc(Nc2ncc(-c3c(C)noc3C)c3c2OCC3)c1 | 35µM*
Cc1nc(C)n(CCCNC(=O)C2CCN(C(=O)C3CCC3)CC2)n1 | -3%
COCC1CN(C(=O)CCc2ccccc2OC)CC12CCNCC2 (stereo not given) | ?
Cc1cc(NC(=O)Cn2ccn3nc(-c4ccccc4)c(CO)c3c2=O)n[nH]1 | -27%
COc1cccc(NC(=O)COC(=O)c2n[nH]c3ccccc23)c1 | -17%
COc1ncccc1-c1cnc2[nH]cc(CC(=O)Nc3ccncc3)c2c1 | 40µM*
CC1(c2cccnc2)N(CC2CC2)C(=O)OC12CCN(C(=O)c1ccc(Oc3ccccc3)cc1)CC2 (stereo not given) | -11%
CN(C)C(=O)c1ccc2c(c1)NC(=O)CS2 | -15%
CCc1cc(C(=O)N2CCN(Cc3cc(OC)ccc3OC)CC2)sc1C | 8%
CCc1ccc2oc(C(=O)Nc3nnc(C(C)C)s3)cc(=O)c2c1 | -11%
O=C(NC1CC1)c1cc(-c2ccc(O)cc2)nc2ccccc12 | -16%
CC(C)C(NS(=O)(=O)Cc1ccc(F)cc1)c1cccs1 (stereo not given) | 13%
COCCNC(=O)[C@@H]1C[C@H](Oc2ccccc2)CN1S(=O)(=O)c1c(C)noc1C | 5%
COc1ccccc1CN1CCC2(CC1)COCCN2C(=O)OCc1ccccc1 | -15%[86.2 µM]
Cc1cc(CNC(=O)c2ccc3c(c2)n(CC2CC2)c(=O)n3C2CCCCC2)on1 | ?
COc1ccccc1CCC(=O)N1CCCC(c2[nH]ccc2C(N)=O)C1 (stereo not given) | -5%
CCOc1ccc(C2CC(=O)NC(NC(=O)c3cccc(Cl)c3)=N2)cc1 (stereo not given) | -5%
O=C(NCC(F)(F)F)c1cccc(NC(=O)c2cccc3cccnc23)c1 | -1%
Cc1noc(C)c1[S+](=O)([O-])N1CC2(C1)NC(=O)c1ccccc1O2 | -14%[86.2 µM]
O=S(Cc1ccccc1)Cc1cccc(F)c1 (stereo not given) | 13%
O=[N+]([O-])c1ccc(-c2cc(-c3ccccc3)nc(-c3ccccc3)c2)cc1 | -12%
COc1cccc(NC(=O)CCc2nc(-c3ccc(C(C)(C)C)cc3)no2)c1 | -6%

2 records drawn at random from those above, as already listed:
SMILES | KDM5B inh
O=[N+]([O-])c1ccc(-c2cc(-c3ccccc3)nc(-c3ccccc3)c2)cc1 | -12%
COc1cccc(-c2ncc3c(n2)OCCN(CC2CC2)C3=O)c1OC | 8%[86.2 µM]

The list goes on.
SMILES | KDM5B inh
Cc1cccc(NC(=O)c2c(N)sc3c2CCC(C)C3)c1 (stereo not given) | ?
Cc1ccc(-n2cccc2CC(=O)NCc2ccc3c(c2)OCO3)cc1 | -19%
NC(=O)c1cccc(-c2n[nH]c3c2CC(=O)N(CCOc2ccccc2)C3)c1 | -32%[86.2 µM]
CCN1CCN(c2ccc(NC(=O)c3ccc(Br)o3)cc2)CC1 | 3%
Cn1cccc1C(=O)OCc1ccc(F)cc1 | 23%

Assay outcomes: PubChem, National Center for Advancing Translational Sciences (NCATS)
